Bioassay records deposited in PubChem BioAssay by several laboratories.
TMEM16A act: TMEM16A chloride channel activators or potentiators, primary screen, cell-based, HTS. Anoctamin-1 (Mus musculus), Q8BHY3. HEK293 TMEM16A/YFP-H148Q/I152L, iodide quench fluorescence; stronger effect = lower value. B-score at 10 µM. 0.3% of 340,000 active. AID 623877, 2012;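 active = fluorescence-ratio B-score plate-corrected deviation score at least 3 library SD below zero, with starting fluorescence score within 5 deviations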;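 also: channel opened by trigger with iodide after compound preincubation; score built on the fluorescence ratio of max minus min over baseline; more negative score means more quench and so TMEM16A activation or potentiation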
Target sequence (Q8BHY3 whole entry, looked up): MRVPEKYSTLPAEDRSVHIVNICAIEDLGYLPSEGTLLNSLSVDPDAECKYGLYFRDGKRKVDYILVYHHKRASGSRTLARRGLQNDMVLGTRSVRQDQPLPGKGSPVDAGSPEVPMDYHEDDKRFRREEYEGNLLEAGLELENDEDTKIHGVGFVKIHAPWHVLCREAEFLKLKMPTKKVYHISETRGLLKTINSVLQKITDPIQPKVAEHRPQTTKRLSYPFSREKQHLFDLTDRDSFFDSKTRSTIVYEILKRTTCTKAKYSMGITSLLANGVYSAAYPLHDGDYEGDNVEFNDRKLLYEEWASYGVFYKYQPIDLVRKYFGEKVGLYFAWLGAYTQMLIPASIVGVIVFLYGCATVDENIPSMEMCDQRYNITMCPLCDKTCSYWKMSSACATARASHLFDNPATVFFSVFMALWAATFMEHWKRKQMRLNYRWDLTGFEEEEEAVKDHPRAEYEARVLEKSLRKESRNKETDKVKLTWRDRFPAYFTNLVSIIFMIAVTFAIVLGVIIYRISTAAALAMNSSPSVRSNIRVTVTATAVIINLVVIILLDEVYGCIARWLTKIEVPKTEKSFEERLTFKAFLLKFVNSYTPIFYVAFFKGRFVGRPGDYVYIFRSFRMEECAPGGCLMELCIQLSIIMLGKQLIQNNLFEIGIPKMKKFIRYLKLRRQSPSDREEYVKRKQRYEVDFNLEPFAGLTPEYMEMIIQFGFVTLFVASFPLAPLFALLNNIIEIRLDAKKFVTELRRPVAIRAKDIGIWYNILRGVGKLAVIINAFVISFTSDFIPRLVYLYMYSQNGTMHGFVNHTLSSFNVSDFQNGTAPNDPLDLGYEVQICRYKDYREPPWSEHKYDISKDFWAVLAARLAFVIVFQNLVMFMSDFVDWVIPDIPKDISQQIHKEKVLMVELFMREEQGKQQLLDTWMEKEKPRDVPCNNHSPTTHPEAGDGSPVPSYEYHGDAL
MrgX1 antagonist: antagonists of human MrgX1 receptor, primary screen, HEK293 cells, Fluo-4 calcium flux; BAM8-22 antagonism; stronger effect = lower value; B-score at 10 µM; 1.3% of 310,000 active;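 active = calcium-response B-score plate-corrected more than 3 library SD below zero, starting fluorescence within 5 deviations, no agonist response on first addition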;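 also: peak minus trough fluorescence over baseline after final BAM8-22 challenge near maximal dose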
TRPC4 block: inhibitors of mouse TRPC4 channel, primary screen, Fluo4 calcium, HEK293 TRPC4beta/mu-opioid cells. Short transient receptor potential channel 4 (Mus musculus), Q9QUQ5. DAMGO-evoked Fluo4 calcium flux; stronger effect = lower value. B-score at 10 µM. 0.39% of 300,000 active;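 active = B-score over 3 SD under the library average, no early fluorescence shift, positive overall ratio signal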
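Signal: kinetic Fluo4 fluorescence imaging of calcium influx. Material: stable TRPC4beta/mu-opioid receptor HEK293 cells. Probe or stimulus: DAMGO in two steps, submaximal then maximal.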
ANO1 block: TMEM16A chloride channel inhibitors, primary screen, cell-based, HTS; HEK293 TMEM16A/YFP iodide influx fluorescence, ionomycin; 1.2% of 310,000 active; normalized B-score (activity score, 25-100; higher = stronger inhibition) at 10 µM; Anoctamin-1 (Mus musculus), Q8BHY3;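 active = ratio plate-corrected score three or more library SD toward inhibition, starting fluorescence score within five deviations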;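 also: score derived from kinetic fluorescence span divided by baseline fluorescence per well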
MrgX1 agonist: agonists of human MrgX1 receptor, primary screen, HEK293 cells, Fluo-4 calcium flux; Fluo-4 calcium fluorescence, agonist mode; stronger effect = higher value; B-score at 10 µM; 0.44% of 310,000 active;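 active = calcium response B-score plate-corrected fluorescence ratio at least 3 library SD, with starting fluorescence B-score inside 5 SD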
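Test system: Stable human MrgX1 HEK293 cell line | Schedule: Overnight plating before 1 h dye loading | Read-out basis: Baseline-normalised fluorescence change ratio, B-scored | Detection: Kinetic calcium dye fluorescence, Fluo-4 NW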
MrgX1 allo act: positive allosteric modulators of MrgX1, primary screen, HEK293 cells, Fluo-4 calcium flux | 0.63% of 310,000 active | B-score at 10 µM | AID 588675, 2011 | FDSS; stronger effect = higher value;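 active = plate-corrected calcium response at least 3 library SD above typical, normal starting fluorescence, not activating the receptor alone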;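 also: compound read alongside a low EC10 to EC30 dose of BAM8-22 agonist; peak minus trough fluorescence over baseline measured at the second addition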
SKKanGAS inh: S. pyogenes SKKanGAS growth inhibitors in kanamycin, primary screen, streptokinase expression inhibitor project, SKKanGAS strain, BacTiter-Glo luminescence | 6 h | 1.3% of 300,000 active | AID 1662, 2009 | inhibition, % at 7.5 µM;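 active = mean replicate score, as percent of positive control median, at least 50; inconclusive = mean below 50 but one replicate at or above 50; inactive = mean and every replicate below 50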;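 also: strain carries kanamycin resistance gene driven by streptokinase promoter and grows in 40 µg/ml kanamycin; loss of luminescence reflects streptokinase promoter inhibition or plain growth inhibition; 0% = median of DMSO wells and 100% = positive control at its reference dose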
TRPC6 inh: mouse TRPC6 channel inhibitors, primary screen, cell-based, HEK293, membrane potential dye | Short transient receptor potential channel 6 (Mus musculus), Q61143 | ACh-evoked depolarization; stronger effect = lower value | B-score at 10 µM | 1.1% of 310,000 active | AID 2553, 2010;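 active = B-score under library mean minus 3 SD, initial fluorescence not abnormally high, positive integrated signal ratio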;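 also: B-score derived from integrated fluorescence ratio over the kinetic read; more negative B-score means stronger inhibition of depolarization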
TRPC4 act: activators of mouse TRPC4 channel, primary screen, Fluo4 calcium, HEK293 TRPC4beta/mu-opioid cells; Short transient receptor potential channel 4 (Mus musculus), Q9QUQ5; Fluo4 calcium fluorescence; stronger effect = higher value; B-score at 10 µM; 0.49% of 310,000 active; AID 2237, 2010;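 active = B-score above 5 SD of library B-scores, and initial fluorescence ratio not above library mean plus 5 SD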;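 also: positive B-score marks a calcium rise read as TRPC4 activation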
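System – HEK293 cells stably co-expressing mouse TRPC4beta and mu-opioid receptor · Signal – Fluo4 calcium-sensitive dye fluorescence, kinetic, 1 Hz baseline · Benchmarks – buffer (low) and maximal DAMGO (high) · Read-out – B score of integrated fluorescence ratio per well · Incubation – dye loading 45 min room temperature, 110 s kinetic read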
TRPC6 act: mouse TRPC6 channel activators, primary screen, cell-based, HEK293, membrane potential dye | AID 2550, 2010 | HEK293-TRPC6 membrane potential dye fluorescence; stronger effect = higher value | Short transient receptor potential channel 6 (Mus musculus), Q61143 | 0.13% of 310,000 active | B-score at 10 µM;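 active = B-score of the integrated fluorescence ratio above library mean plus 3 SD, and starting fluorescence ratio within library mean plus 5 SD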;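 also: higher score means more depolarization so channel activation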
TRPC4 potent: positive allosteric modulators of TRPC4, primary screen, cell-based, mouse TRPC4beta, HEK293 mu-opioid, Fluo-4 calcium. B-score at 10 µM. DAMGO EC20, Fluo-4 Ca2+ flux; stronger effect = higher value. 0.42% of 310,000 active. Short transient receptor potential channel 4 (Mus musculus), Q9QUQ5;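 active = B-score of calcium response area above 5 SD of library B-scores, with initial fluorescence ratio within 5 SD of library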;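 also: B-score of integrated fluorescence ratio over time as area under calcium response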
* = called active by the depositor; i = inactive; u = inconclusive; x = not tested or not shown.

SMILES | TMEM16A act | MrgX1 antagonist | TRPC4 block | ANO1 block | MrgX1 agonist | MrgX1 allo act | SKKanGAS inh | TRPC6 inh | TRPC4 act | TRPC6 act | TRPC4 potent
COc1ccc(Cn2c(-c3ccco3)nc3oc4cc(OC)ccc4c(=O)c3c2=O)cc1 | i | i | i | i | i | i | u | i | i | i | i
O=C(Nc1ccc(N2CCN(C(=O)c3ccco3)CC2)cc1)c1ccco1 | i | i | i | i | i | i | 0 | i | i | i | i
O=C(NC(=S)Nc1ccc2c(c1)C(=O)c1ccccc1C2=O)c1ccc(F)cc1 | x | i | i | i | i | i | 0 | i | i | i | i
COc1ccc(CCN2CC(C(=O)NCc3ccc(F)cc3)CC2=O)cc1OC (stereo not given) | i | i | i | i | i | i | -3 | i | i | i | i
CCOC(=O)c1c[nH]c2c3c(ccc2c1=O)CCCC3 | i | i | i | i | i | i | 5 | i | i | i | i
COc1ccc(NC(=O)c2oc3ccccc3c2NC(=O)C(C)(C)C)cc1 | i | i | i | i | i | i | 11 | i | i | i | i
CCOc1ncccc1-c1nc(-c2cccs2)no1 | i | i | i | i | i | i | 2 | i | i | i | i
COc1ccc(/C=C2\N=C(C(C)(C)C)OC2=O)c(OC)c1 | i | i | i | i | i | i | -8 | i | i | i | i
CCOC(=O)C1CCCN(C(=O)COc2ccc(N(C)S(=O)(=O)c3ccc(F)cc3)cc2)C1 (stereo not given) | i | i | i | i | i | i | -17 | i | i | i | i
O=C(Nc1cccc(-c2cnc3ccccc3n2)c1)c1ccncc1 | i | i | i | i | i | i | -5 | i | i | i | i
N=C1c2ccccc2CN1NC(=O)c1cccc(S(=O)(=O)N2CCCC2)c1 | i | i | i | i | i | i | -4 | i | i | i | i
O=C(Nc1cccc(F)c1)c1ccc2ncsc2c1 | i | i | i | i | i | i | -3 | i | i | i | i
CN(C(=O)CSc1nnc(-c2ccncc2)n1-c1ccccc1)C1CCS(=O)(=O)C1 (stereo not given) | i | i | i | i | i | i | 1 | i | i | i | i
CCc1ccc(NC(=O)Nc2cccs2)cc1 | i | i | i | i | i | i | 2 | i | i | i | i
O=C1CC(C(=O)N2CCOCC2)C2(CCCC2)O1 (stereo not given) | i | i | i | i | i | i | -4 | i | i | i | i
Cc1cc(OC(C)C(=O)NCc2cccnc2)c2c(C)c(Cc3ccccc3)c(=O)oc2c1 (stereo not given) | i | i | i | i | i | i | 5 | i | i | i | i
Cc1ccc(C(=O)N(C)CC(=O)Nc2cccc(C)c2C)o1 | i | i | i | i | i | i | 5 | i | i | i | i
CSc1ccc(S(=O)(=O)NCc2ccccc2)cc1 | i | i | i | i | i | i | -9 | i | i | i | i
O=C(O)c1ccccc1N=Cc1c(O)n(-c2nccs2)c(=O)c2ccccc12 | i | i | i | i | i | i | -10 | i | i | i | i
Cc1ccc(C(=O)N/N=C\c2ccc(OC(=O)c3cccc(F)c3)cc2)cn1 | i | i | i | i | i | i | -1 | i | i | i | i
COc1ccccc1-c1ccc(NC2CCCCC2)nn1 | i | i | i | i | i | i | 1 | i | i | i | i
CCOC(=O)C1(CCc2ccccc2)CCN(C(=O)CN2C(=O)CSC2=O)CC1 | i | i | i | i | i | i | -10 | i | i | i | i
Cc1ccc(OCCCN2C(=O)C(=O)c3cccc(C)c32)cc1 | i | i | i | i | i | i | -7 | i | i | i | i
COc1ccc2[nH]c(=O)c(COC(=O)c3cccs3)cc2c1 | i | i | i | i | i | i | -2 | i | i | i | i
Cn1c(SCC(=O)Nc2ccccc2O)nnc1-c1ccco1 | i | i | i | i | i | i | -5 | i | i | i | i
Cc1cc(SCC(=O)NCC2CCCO2)nc2ccccc12 (stereo not given) | i | i | i | i | i | i | 13 | i | i | i | i
Cc1ccc2nc(SCC(=O)NCc3ccco3)nc(=O)n2c1 | i | i | i | i | i | i | 1 | i | i | i | i
CC1(C)Cc2cccc(OCC(=O)N3CCN(c4ccccc4Cl)CC3)c2O1 | i | i | i | i | i | i | -6 | i | i | i | i
S=c1[nH]nc(CCc2nc3ccccc3[nH]2)n1-c1ccccc1 | i | i | i | i | i | i | -3 | i | i | i | i
CCCn1c(CNS(=O)(=O)c2ccc(C)cc2)nc2ccccc21 | i | i | i | i | i | i | -2 | i | i | i | i
COc1ccccc1-c1nnc(SCC(=O)Nc2ccc(S(N)(=O)=O)cc2)n1N | i | i | i | i | i | i | -12 | i | i | i | i
COc1ccccc1C(=O)N1CCN(Cc2nc3cc([N+](=O)[O-])ccc3n2C)CC1 | i | i | i | i | i | i | -3 | i | i | i | i
Cc1ccccc1C(=O)N1CCN(c2ccc(N3CCOCC3)nn2)CC1 | i | i | i | i | i | i | 0 | i | i | i | i
Cc1ccc(NCC(O)C(O)C(O)CO)c(N=Nc2ccccc2)c1C (stereo not given) | i | i | i | i | i | i | 2 | i | i | i | i
CN1CCc2c(sc3c2C(=O)NC(c2cccs2)N3)C1 (stereo not given) | i | i | i | i | 40* | i | 6 | i | i | i | i
Clc1cccc(Cl)c1OCCCCN1CCCCC1 | i | i | i | i | i | i | x | i | i | i | i
CCCOc1ccc(N2C(=O)CC(NCc3cccnc3)C2=O)cc1 (stereo not given) | i | i | i | i | i | i | -6 | i | i | i | i
Cc1ccc(S(=O)(=O)N2CCN(S(C)(=O)=O)C2C)cc1 (stereo not given) | i | i | i | i | i | i | -7 | i | i | i | i
Cc1ccc(OCC(=O)Nc2ccc(O)c(C(=O)O)c2)cc1C | i | i | i | i | i | i | 2 | i | i | i | i
Cc1ccc(NCC(=O)Nc2ccc(Br)cc2)cc1F | i | i | i | i | i | 8.1* | 0 | i | i | i | i
CCC(C)C(NC(=O)C1CCC(C)CC1)C(=O)Nc1ccc(OC)cc1 (stereo not given) | i | i | i | i | i | i | 16 | i | i | i | i
CC1CN(C2=CC(=O)CCC2)CC(C)O1 (stereo not given) | i | i | i | i | i | i | 9 | i | i | i | i
Cc1ccc(C)c(OCC(=O)O/N=C(\N)c2ccccn2)c1 | i | i | i | i | i | i | 0 | i | i | i | i
COC(=O)c1ccccc1NC(=O)Nc1cccc(C)n1 | i | i | i | i | i | i | 6 | i | i | i | i
CCOc1ncccc1C(=O)OCC(=O)Nc1ncc(C(F)(F)F)cc1Cl | i | i | i | i | i | i | 2 | i | i | i | i
C[C@@H]1[C@H](O)C[C@@]23COC(=O)C2=CCCC3[C@@]1(C)CCC1COC(=O)C1 (stereo not given in full) | i | i | x | i | i | i | x | x | x | x | x
O=C1CC(N2CCC(C(=O)N3CCCCC3)CC2)C(=O)N1 (stereo not given) | i | i | i | i | i | i | -4 | i | i | i | i
C=CCn1c(SCc2nc(N)nc(N3CCCCC3)n2)nnc1-c1ccco1 | i | i | i | i | i | i | -5 | i | i | i | i
CCC(=O)N(C)CCc1cc2c(c(OC)c1/C=N/NC(=O)c1ccccc1O)OCO2 | i | i | i | i | i | i | -4 | i | i | i | i
COc1ccccc1-c1cc(-c2ccccc2)nc(SC(C(N)=O)c2ccccc2)c1C#N (stereo not given) | i | i | i | i | i | i | 3 | i | i | i | i
COc1ccc(-c2cc3ccccc3s2)cc1[C@H]1[C@H]2C=CC[C@@H](C)[C@@H]2C(=O)N1Cc1ccccc1 | i | i | i | i | i | i | 11 | i | i | i | i
O=C(N/N=C/c1cc(Cl)ccc1O)C(=O)Nc1ccccc1OC(F)(F)C(F)F | i | i | x | i | i | i | x | x | x | x | x
CC(C)N1CCc2c(sc(NC(=O)c3ccco3)c2C(N)=O)C1 | i | i | i | i | i | i | 13 | i | i | i | i
COc1ccccc1N1CCN(CC(=O)N(CC(C)C)c2c(N)n(CC(C)C)c(=O)[nH]c2=O)CC1 | i | i | i | i | i | i | 2 | i | i | i | i
CC(CNC(=O)c1ccc(Br)o1)NC(=O)c1ccc(Br)o1 (stereo not given) | i | i | i | i | i | i | 4 | i | i | i | i
COCCN1C=C(C(=O)OC)C(c2cc3c(cc2Br)OCO3)C(C(=O)OC)=C1 | x | i | i | i | i | i | -7 | i | i | i | i
COC(=O)[C@@H](NC(=O)NCCC1=CCCCC1)C(C)C | i | i | i | i | i | i | 0 | i | i | i | i
O=C(O)c1ccccc1C(=O)N(c1ccccc1)c1ccccc1 | i | i | i | i | i | i | 2 | i | i | i | i
Cc1cc(-c2ccccc2)nc(N2CCC(C(=O)NC34CC5CC(CC(C5)C3)C4)CC2)n1 | i | i | i | i | i | i | 12 | i | i | i | i
Cc1c(C(=O)/C=C/N(C)C)nnn1-c1ccc(F)c(Cl)c1 | i | i | i | i | i | i | 12 | i | i | i | i
CCOc1ccccc1NC(=O)NCCC1=CCCCC1 | i | i | i | i | i | i | 2 | i | i | i | i

Ordered by molecular weight (lowest first): some entries from above
SMILES | TMEM16A act | MrgX1 antagonist | TRPC4 block | ANO1 block | MrgX1 agonist | MrgX1 allo act | SKKanGAS inh | TRPC6 inh | TRPC4 act | TRPC6 act | TRPC4 potent
CC(C)N1CCc2c(sc(NC(=O)c3ccco3)c2C(N)=O)C1 | i | i | i | i | i | i | 13 | i | i | i | i
C=CCn1c(SCc2nc(N)nc(N3CCCCC3)n2)nnc1-c1ccco1 | i | i | i | i | i | i | -5 | i | i | i | i
COc1ccccc1N1CCN(CC(=O)N(CC(C)C)c2c(N)n(CC(C)C)c(=O)[nH]c2=O)CC1 | i | i | i | i | i | i | 2 | i | i | i | i
